S3 lipid droplet – qHTS Assay for Lipid Storage Modulators in Drosophila S3 Cells; Drosophila S3 cells, BODIPY lipid droplet fluorescence, 18-24 h; cells fed with added oleic acid; Potency in µM for hits, for the others lipid storage change, negative = inhibition, % at the top dose, mostly 46.1 µM; 320,000 tested, 0.64% active; AID 2685; active = well fitted inhibition curve with a large enough effect in the signal ratio, with a control signal flat, not every such curve was filed as active; inconclusive = small, poorly fitted or top-dose-only effect, or effect the other way, or a change in a side signal; the % refers to the signal ratio
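Drosophila S3 cells got compounds at several concentrations plus oleic acid (400 uM solution). Laser-scanning cytometry with 488 nm excitation read lipid droplets at 500-530 nm and cells at 575-640 nm. Percent activity was relative to 20 uM Triacsin C.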
S3 lipid droplet cell count max – also measured in S3 lipid droplet; calls as there; cell number change, %; measured here: cell count max response;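 cells counted by Cell Tracker Red CMTPX staining in the red channel; peak over a dose series mostly up to 46.1 µM; percent activity relative to internal control wells on each plate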
The depositor's hits bear a star; i = inactive; ? = inconclusive; / = no result given; [ ] = dose if it differs, or a comment. % is set by controls: 0 for no effect and ±100 for the full control effect; potency is the fitted concentration of half-maximal effect.

S3 lipid droplet cell count max,S3 lipid droplet,compound
/,?,CC[C@H](C)[C@H](NC(=O)OCc1ccccc1)C(=O)OCC(=O)N(C)CC(=O)Nc1ccccc1Cl
/,?,CC1CC(C)CN(c2ccc([N+](=O)[O-])nc2)C1 (stereo unspecified)
-17.2,14.4%,COC(=O)c1c(Cc2ccccc2Cl)c[nH]c1C
16.3,54.6%,O=C(NNC(=O)C1CC(c2cccnc2)=NO1)Nc1cccc(F)c1 (stereo unspecified)
-17.2,-5.9%,C/C(CC(=O)NC1C2CC3CC(C2)CC1C3)=N\NC(=O)Cc1cccs1 (stereo unspecified)
/,?,COc1ccc(CNC(=O)CN(C(=O)c2csnn2)c2ccc(C(C)=O)cc2)cc1
7.7,7.0%,CC(=O)c1c(C)n([O-])c2cc(F)c(F)cc2[n+]1=O
1.0,1.7%,O=C(N/N=C/c1ccc(F)cc1)c1ccccc1
/,?,CC(C)OCCCNC(=O)CN1C(=O)c2cccc3cccc1c23
18.6,-4.0%,Cc1ccn2c(c1)nc(=S)n2C(=O)c1ccco1
1.2,-0.7%,O=C(CCC1CCCN(C(=O)COc2ccccc2)C1)N1CCN(c2ccccn2)CC1 (stereo unspecified)
/,?,COc1ccc(CCNC(=O)CSc2nncs2)cc1
/,?,CN(C)c1ccc(NC(=S)NCC2CCCO2)cc1 (stereo unspecified)
/,?,CCOc1ccc2ccccc2c1C(=O)N1CCOCC1
/,?,O=C(NCc1ccc2c(c1)OCO2)C1CCC(CNS(=O)(=O)c2cccc3nsnc23)CC1 (stereo unspecified)
17.1,8.0%,COc1cc(Nc2ccc(S(=O)(=O)N3CCN(C)CC3)cc2[N+](=O)[O-])cc(OC)c1
/,?,CCCCCCSc1nc2c(c(=O)[nH]c(=O)n2C)n1C
/,?,Cc1nn(Cc2ccccc2)c(C)c1CNC(=O)[C@H](C)N=C1NS(=O)(=O)c2ccccc21
/,?,CCOC(=O)C1=C(C)N(C)C(=S)NC1c1c(OCC)ccc2ccccc12 (stereo unspecified)
15.4,i,COc1ccc(N2CCN(C(=O)C3CCCN(S(=O)(=O)c4ccc(C)cc4)C3)CC2)cc1 (stereo unspecified)
8.6,-18.1%,CCC1Sc2ccc(S(=O)(=O)CCC(=O)Nc3cc(C)ccn3)cc2NC1=O (stereo unspecified)
/,?,CC1=Nn2c(nnc2-c2n[nH]c3c2CCC3)SC1
/,?,CCOC(=O)C1CCN(c2c(NCCCN3CCN(Cc4ccccc4)CC3)c(=O)c2=O)CC1
/,i,CCn1c(Cc2ccccc2)nnc1SCc1nc2ccccc2c(=O)[nH]1
-26.3,23.1%[0.0737 µM],COCCN(C(=O)COC(=O)CCS(=O)(=O)c1ccccc1)c1c(N)n(Cc2ccccc2)c(=O)[nH]c1=O
2.1,-2.5%,COc1cc(/C=N/NC(=O)c2sc(N)c(C#N)c2C)ccc1O
/,?,COC(=O)C1=C(O)/C(=C/c2ccc(OCC(=O)Nc3ccccc3)cc2)N=C1C
-3.1,29.1%,O=c1c(-c2ccccc2)n[nH]c2ccccc12
-1.1,-16.3%,O=C(Nc1ccccc1O)/C(=C\c1ccccc1)NC(=O)c1ccccc1
17.3,17.8%,COCCC(=O)Nc1ccc2c(c1)CN(C(=O)CCOC)CC2
/,?,CCOC(=O)c1sc(N)c(C(=O)OCC)c1C
/,?,Cc1cccc(C)c1NC(=O)CSc1nnc(NC(=O)C2CC2)s1
/,?,CCOC(=O)c1ccc(NC(=O)CCNC(=O)c2ccc([N+](=O)[O-])cc2)cc1
/,?,Nc1nc(-c2ccccc2)cc(-c2ccccc2O)n1
-0.8,0.3%,COc1ccc(CC2(C)OC(c3ccc([N+](=O)[O-])cc3)=NN2C(C)=O)cc1 (stereo unspecified)
/,?,CCOC(=O)c1nc(Nc2ccc(C)cc2)c2ccccc2n1
/,?,CSc1ccccc1C(=O)OCC(=O)NC1CCS(=O)(=O)C1 (stereo unspecified)
-0.8,9.6%,CCN(CC)C(=O)CN1C(=O)c2cccc3cccc1c23
-3.9,-2.4%,CCN(C(=O)c1ccccc1F)c1nc(-c2ccc(OC)cc2)cs1
/,?,O=C(NCCc1ccccn1)c1nc(Cn2cc([N+](=O)[O-])cn2)no1
2.5,?,COC(=O)C1=C(C)N(CC2CC2)C(=NCCN2CCOCC2)N[C@H]1c1ccccc1
-17.0,-15.2%,CC(C)(C)c1nnc(NC(=O)Nc2ccc(Cl)cc2)s1
5.2,3.5%,Cc1ccc(-n2[nH]c(C)c(/C=N/NC(=O)c3cccc([N+](=O)[O-])c3)c2=O)cc1C
/,?,CCOc1ccc(NC(=O)COC(=O)c2ncc(Cl)c(Cl)c2Cl)cc1
-2.8,-8.3%,N#Cc1cccc(NC(=S)Nc2ccccc2)c1
/,?,CN(Cc1ccccc1)S(=O)(=O)c1ccc(Cl)c(C(=O)NCCCN2CCOCC2)c1
-6.4,1.8%,CC(C)(C)n1cnc2cc(NCc3cccs3)ccc21
17.5,-3.1%,COc1ccc(C(=O)N2CCC(C(=O)c3ccc(F)cc3)CC2)cc1
-0.6,4.5%,O=C(Oc1ccccc1-c1nnco1)c1ccc(Cl)cc1
-4.8,-10.0%,CCc1cc(C(=O)N2CCCC(CCC(=O)N3CCN(c4ccccn4)CC3)C2)no1 (stereo unspecified)

(next part)
S3 lipid droplet cell count max,S3 lipid droplet,compound
2.3,-0.3%,Cc1ccc(/C=N/NC(=S)Nc2cccc(S(=O)(=O)N(C)C)c2)o1
13.7,-8.3%,CC1CC(C)(C)N(C(=O)CN2CCN(C)CC2)c2ccccc21 (stereo unspecified)
11.1,-3.6%,Cc1cc(C(=O)Nc2ccc(S(=O)(=O)N3CCCC3)cc2)no1
11.6,-1.4%,CCOC(=O)C1CCN(C(=O)Nc2cccc(Cl)c2)CC1
/,i,COc1ccc(NC(=O)NCCCN2CCc3ccccc3C2)cc1
/,?,COc1ccc(NC(=O)CCCc2ccccc2)c(OC)c1
/,?,COc1ccc2cc(Br)ccc2c1CC(=O)NC1CC(C)(C)NC(C)(C)C1
26.4,-24.5%,Cc1cccnc1CCNCc1c(C(=O)N2C[C@@H](C)O[C@@H](C)C2)nc2ccc(Cl)cn12
/,?,CSc1ccccc1NC(=O)c1cc2ncc(Br)cn2n1
12.3,24.7%,COC(=O)c1ccc(Cl)c(NC(=O)CN(c2ccc(OC)c(OC)c2)S(C)(=O)=O)c1
/,?,CCCNC(=O)c1cc(Cl)c(NC(=O)C2=CSCCO2)cc1OC
/,?,CCCCNC(=O)c1ccc2c(c1)ncn2C1CCCC1
18.2,3.2%,COc1ccc(CCNC(=O)C(=O)NCC2OCCN2S(=O)(=O)c2ccc(Cl)cc2)cc1 (stereo unspecified)
5.5,-14.1%,Cc1cnc(CNC(=O)C2CCC(=O)N(Cc3ccc(Cl)cc3)C2)[nH]1 (stereo unspecified)
/,?,CCC(C)NC(=O)c1oc2ccc(S(=O)(=O)N3CCC4(CC3)OCCO4)cc2c1C (stereo unspecified)
/,?,O=C(CSc1ncnc2nc[nH]c12)Nc1ccc(Br)cc1Cl
/,?,Cc1[nH]c2ccccc2c1Cc1nnc(SCc2ccccc2)o1
-9.8,15.4%,Cc1cccc(NC(=O)CSc2nnc(-c3ccco3)o2)c1C
/,?,CCCNC(=S)Nc1ccc(Oc2ccccc2)cc1
13.8,15.5%[0.0737 µM],COc1ccccc1CCNC(=O)C(=O)Nc1cc2c3c(c1)CC(=O)N3CCC2
-4.7,-10.0%,N#CCCn1cc(C(=O)Nc2ccc(C(=O)O)cc2)c(-c2cccc(Br)c2)n1
/,?,O=C(c1ccco1)N1CCN(C(c2ccc(F)cc2)c2nnnn2Cc2cccs2)CC1 (stereo unspecified)
23.5,-1.8%,Cc1ccc(C(=O)N2CCC(N3CCC(C(=O)N4CCOCC4)CC3)CC2)cc1C
1.1,5.9%,COc1cc2c(cc1NC(=O)CSc1ccc(C)cc1)oc1ccccc12
-17.9,-15.1%,CC(=O)c1cccc(OCC(O)CNCC2COc3ccccc3O2)c1 (stereo unspecified)
/,?,Cc1ccc(N(NC(=O)C(O)(c2ccccc2)c2ccccc2)C(=O)CCl)cc1
/,?,COc1ccccc1NC(=O)c1ccc(S(=O)(=O)N(C)C)cc1
/,?,O=C(COC(=O)C1CC1)NC(=O)NCc1ccccc1
8.0,-17.6%,CCCCCC(=O)Nc1cc(S(=O)(=O)N2CCOCC2)ccc1N1CCN(C)CC1
0.3,-1.8%,COc1ccc(CN2CCc3ccccc3C2)cc1Br
/,?,CCOC(=O)N/N=C/c1ccc(Oc2ccccc2)cc1
/,?,COC(=O)N1CCN(c2ccc(C)cc2)C(C)C1 (stereo unspecified)
/,?,COCCCNC(=O)/C(C#N)=C/c1c(N2CCN(C)CC2)nc2c(C)cccn2c1=O
/,?,C/C(=N\OCC(=O)NC(C)C)c1cccs1
/,?,Cc1cc(C)n(CCNC(=O)CCc2nnc(CCc3ccccc3)o2)n1
-1.2,3.0%,Cc1ccc(S(=O)(=O)N2CCCC2C(=O)Nn2cnnc2)cc1 (stereo unspecified)
1.9,-0.4%,C#Cc1ccc([C@H]2C=C(C(=O)N3CCN(Cc4ccccc4)CC3)O[C@@H](OCc3ccc(CO)cc3)C2)cc1
/,-1.8%,COc1ccccc1CC(=O)Nc1cccc(C(=O)NN2C(=O)c3ccccc3C2=O)c1
13.8,-0.2%[0.0737 µM],COCCCNC(=O)C(=O)Nc1ccc2c(c1)N(S(=O)(=O)c1cccs1)CCC2
-2.9,-0.4%,Cn1ccnc1SCC(=O)NC1CCCCC1
-12.0,-2.0%,O=C(Nc1nc(-c2ccc3ccccc3c2)cs1)c1ccc(N2C(=O)CCC2=O)cc1
9.9,18.2%,CCOC(=O)c1sc(Nc2ccc(OCC)cc2)nc1C
-4.3,-5.3%,COc1ccc(NC2CCCN(C(=O)COc3ccc(Cl)cc3C)C2)cc1OC (stereo unspecified)
/,?,Cc1ccc(Nc2nnc(SCC(=O)NCc3ccco3)s2)cc1
-9.1,5.0%,COc1cc(/C=N/n2cnnc2-n2nc(C)cc2C)cc([N+](=O)[O-])c1O
/,?,O=C(NCCC1=CCCCC1)c1ccc(Cl)c(S(=O)(=O)Nc2ccccc2)c1
19.7,8.1%,CC(=O)N1CCC(C(=O)OCc2ccccc2F)(c2ccccc2)CC1
-15.0,-8.9%,COc1cc(O)ccc1/C=N/NC(=O)c1ccc([N+](=O)[O-])cc1
3.9,0.9%,COc1ccc(C(=O)C[n+]2ccc3c(c2)nnn3-c2ccccc2)cc1
/,?,CC(C)(C)CN1CCNC(=O)C1CC(=O)NCCc1ccccc1F (stereo unspecified)

(continued)
S3 lipid droplet cell count max,S3 lipid droplet,compound
/,?,CC(=O)NCc1nc2ccccc2n1Cc1ccccc1C
/,?,Cc1sc2nc(SCC(=O)N(CCO)CCO)n(C3CCCCC3)c(=O)c2c1C
-4.9,15.9%,CCNc1nc(NCC)nc(Oc2ccc(OCC)nn2)n1
/,?,COc1ccc(Cl)cc1S(=O)(=O)NC(C)C(=O)NCc1ccccn1 (stereo unspecified)
/,?,COCCCNC(=O)c1cn(C)c(=O)c2c1c1ccccc1n2C
/,?,COc1ccc(N(Cc2cc(=O)[nH]c3ccccc23)C(=O)CCl)cc1
/,?,COc1cccc(C(=O)Nc2ccccc2C(=O)NCC2CCCO2)c1 (stereo unspecified)
-1.9,9.0%,CC(C)C(NS(=O)(=O)c1ccccc1)C(=O)N1CCCCCC1 (stereo unspecified)
/,?,COc1ccc(NC(=O)CSc2nnc(Cc3ccc(C)cc3)c(=O)n2N)cc1
/,?,COc1cccc(CN2CCCC(C(=O)Nc3ccc(-c4cscn4)cc3)C2)c1 (stereo unspecified)
/,?,CCCN(CCC)C(=O)Cc1coc2ccc3ccccc3c12
/,?,c1cncc(C(c2nnnn2C2CCCC2)N2CCCC2)c1 (stereo unspecified)
/,?,COc1ccc(NC2=CC(=O)N(C)C2=O)cc1

Only part of the results is shown (hit frequency here may not be typical).
